Yeast growth inh = chemicals that inhibit yeast BB579 growth in restrictive medium (lifespan-shortening candidates). S. cerevisiae BB579 growth, OD615, 48 h. inhibition, % at 10 µM. 140,000 tested, 0.51% active. AID 804;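 active = inhibition above a set limit, 3 SD over the mean compound inhibition, cut at about 44% in these data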; note: inactives centre near -24
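test system = yeast BB579 (DeaD) | buffer or medium = restrictive CSMM-D medium | doses = single compound dose of 10 µM, 0.25% DMSO final | times = 4 h preincubation and 48 h exposure at 30 °C | technique = culture absorbance at 615 nm | benchmarks = amphotericin B 10 µg/mL, positive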
Phagocytosis inh = blocks phagocytosis by macrophages; J774A.1 macrophage IgG-bead phagocytosis, imaging; inhibition, % at 5 µM; 110,000 tested, 0.07% active; AID 1029;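 active = inhibition above the mean of the plate negative controls plus 5 SD, cut at about 13% in these data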;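 note: phagocytic index as fraction of beads internalized from green versus red external bead signal; plate controls were DMSO negative control for no effect and cytochalasin-D positive control for full effect; some results beyond the cut were filed as inactive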
HCT116 bCat-KO = beta-catenin-lacking colon tumor cell growth suppression; HCT116 beta-catenin knockout viability, CellTiter-Glo, 60 h; stronger effect = lower value; 140,000 tested, 1.5% active; AID 818; viability, % at 10 µM;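 active = viability at or under a set limit, the compound median less 4 SD, cut at about 6% in these data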;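 note: 0% = Hyamine 1622 control at 20 µM and 100% = untreated cell control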
E-sel TNF inh = blocks E-selectin expression induced by TNF alpha; HUVEC TNFa-induced E-selectin immunofluorescence, high content; AID 1246; 120,000 tested, 0.71% active; inhibition, % at 2 µM;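 active = inhibition above the batch mean plus 3 SD, and confirmed as a hit on visual image review, cut at about 43% in these data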;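 note: 0% = TNF-stimulated DMSO wells and 100% = unstimulated control wells; not every result past the cut was called active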
Yeast lifespan up = extends the lifespan of yeast. S. cerevisiae growth with nicotinamide, OD615; deaD strain in restrictive glucose medium. 130,000 tested, 0.68% active. inhibition of the nicotinamide effect, % at 10 µM. AID 775;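 active = inhibition above a set limit, placed 3 SD over the median of all compounds, cut at about 26% in these data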;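 note: 0% = nicotinamide-treated wells and 100% = cells grown without nicotinamide; some compounds called inactive have numbers as strong as hits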
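Buffer or medium: CSMM-D glucose medium, restrictive; test system: modified budding yeast, DeaD strain; compound: single dose 10 µM compound, 0.25% DMSO; schedule: culture preincubation 4 h, compound exposure 48 h, both 30 °C; detection: optical density (absorbance) at 615 nm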
PTEN del growth = growth suppressors of cells with PTEN tumor suppressor deletion; 140,000 tested, 1.2% active; HCT116 PTEN-null viability, CellTiter-Glo, 60 h; stronger effect = lower value; AID 827; viability, % at 10 µM;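 active = viability at or below a set limit, 4 SD under the median of all tested compounds, cut at about 3.7% in these data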;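 note: PTEN knockout HCT116 line with beta catenin targeted HCT116 as companion control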
Measles CPE = protection of cells from measles virus | protection (pct of control), % at 4 µM | 140,000 tested, 1.5% active | Measles virus-infected cells, CPE protection, absorbance; in the data active = protection mostly above about 24%, no sharp cut-off; inactive = mostly below about 26%; note: some compounds called inactive have numbers as strong as hits
GALR2 antag = antagonists of human galanin receptor 2 (GALR2); inhibition, % at 4 µM; AID 828; O43603; GALR2-expressing cells, antagonist mode; 140,000 tested, 0.39% active; in the data active = inhibition above about 27%;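 note: cells stimulated with galanin 1-16 at roughly its EC80; 0% = agonist challenge control and 100% = basal control without agonist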
Target sequence (O43603 whole entry, looked up): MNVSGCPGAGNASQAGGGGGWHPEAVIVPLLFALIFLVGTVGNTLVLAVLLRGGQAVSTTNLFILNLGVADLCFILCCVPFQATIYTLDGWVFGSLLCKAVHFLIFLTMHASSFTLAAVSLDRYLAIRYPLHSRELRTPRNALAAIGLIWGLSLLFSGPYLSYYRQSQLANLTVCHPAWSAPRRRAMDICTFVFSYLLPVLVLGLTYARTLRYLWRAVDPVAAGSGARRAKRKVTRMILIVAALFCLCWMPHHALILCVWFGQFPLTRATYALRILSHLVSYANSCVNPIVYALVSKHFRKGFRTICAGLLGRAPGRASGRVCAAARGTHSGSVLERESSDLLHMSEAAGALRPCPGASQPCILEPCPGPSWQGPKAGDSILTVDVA
NPY Y2 blocker = NPY-Y2 (human) receptor antagonism. P49146. NPY-Y2 expressing cells, antagonist mode. inhibition, % at 2.7 µM. 140,000 tested, 0.99% active. AID 793; in the data active = inhibition above about 17%;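 note: 0% = vehicle with agonist challenge and 100% = reference antagonist with challenge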
Target sequence (P49146 whole entry, looked up): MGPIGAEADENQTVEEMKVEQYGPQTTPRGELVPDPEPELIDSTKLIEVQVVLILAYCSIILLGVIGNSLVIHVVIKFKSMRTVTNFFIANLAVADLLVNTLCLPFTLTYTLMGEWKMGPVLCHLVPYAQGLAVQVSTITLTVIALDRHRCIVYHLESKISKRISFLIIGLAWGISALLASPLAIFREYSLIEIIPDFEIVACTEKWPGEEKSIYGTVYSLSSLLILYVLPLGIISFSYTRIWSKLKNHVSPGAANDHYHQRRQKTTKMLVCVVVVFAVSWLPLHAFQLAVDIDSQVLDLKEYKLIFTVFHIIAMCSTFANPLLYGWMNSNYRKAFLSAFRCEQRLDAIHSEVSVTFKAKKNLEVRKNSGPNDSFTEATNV
MRP1 act = activates MRP-1; H69AR cells + doxorubicin, viability rescue, CellTiter-Glo; viability increase, % at 10 µM; 140,000 tested, 0.61% active; AID 799;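 active = viability gain under doxorubicin at or above a set limit, the compound median plus 3 SD, cut at about 4.7% in these data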;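 note: MRP-1 overexpressing cells given doxorubicin 25 µM after compound pretreatment; 18-22 h compound pretreatment then 72 h with doxorubicin before readout; 0% = doxorubicin-only wells and 100% = vehicle-treated cells without doxorubicin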
* hit, by the source's call; nt = no result given. An unsorted share of the library (roughly 6.3% active in at least one column).

SMILES	Yeast growth inh	Phagocytosis inh	HCT116 bCat-KO	E-sel TNF inh	Yeast lifespan up	PTEN del growth	Measles CPE	GALR2 antag	NPY Y2 blocker	MRP1 act
Cc1cnc(C(=O)Nc2nnc(C)s2)cn1	-18	0	92	-1	-6	89	18	0	-1	1.3
COC(=O)C1=C(C)N(c2ccc(Br)cc2)C(=O)/C1=C\c1ccco1	-34	2	87	16	-3	88	5	7	10	-2.3
CC(C)CCSc1nc2c(c(=O)[nH]c(=O)n2C)n1CCCc1ccccc1	6	2	54	nt	0	49	7	2	2	-3.4
COC(=O)c1ccc(CSc2nnc(C)s2)cc1	-49	nt	94	3	-26	93	11	-8	3	-0.6
CC(NC(=O)Nc1ccccc1O)(C(F)(F)F)C(F)(F)F	26	-1	70	2	0	69	15	11	-1	-3.6
Cc1[nH]n(-c2ccc([N+](=O)[O-])cc2)c(=O)c1C=NCCN1CCN(C(=O)c2ccccc2)CC1	-50	0	63	19	-3	64	4	-5	0	-4.1
CC(NC(=O)COC(=O)Cc1ccsc1)C1CC2CCC1C2 (stereo not given)	27	0	108	-4	-4	110	4	-6	2	-0.4
CCOC(=O)C1CCCN(C(=O)c2ccc(CS(=O)(=O)c3ccc(Br)cc3)o2)C1 (stereo not given)	-8	0	83	nt	-5	87	4	0	5	-1.2
CCCC(=O)N(Cc1cc2cccc(C)c2[nH]c1=O)c1ccccc1OC	-24	9	94	-4	6	92	6	-5	4	-1.8
Cc1cccc(N2CCN(CC(=O)NCC3CCCCC3)CC2)c1C	-34	2	80	-4	-6	93	10	-6	6	-1.6
O=C(CSc1nnc(-c2ccccc2)o1)NC1CCCCC1	-78	1	83	26	-16	80	4	9	3	-1.6
CCCCOc1ccc(C(C)NC(=O)CCS(=O)(=O)Cc2ccc(C)cc2)cc1 (stereo not given)	-10	-11	87	nt	-3	90	8	-22	2	-4.0
Cc1ccc(Cl)cc1N1CCN(C(=O)Cc2ccc(-n3c(=O)[nH]c4ccsc4c3=O)cc2)CC1	-43	-3	71	31	2	68	16	14	-2	9.7*
CCCN(CCC)c1ncnc2c1cnn2-c1ccc(OC)cc1	-65	2	82	3	-21	72	92*	-12	1	-0.5
CCOC(=O)Cc1csc(NC(=O)CSc2ncnc3c2cnn3-c2ccc(OC)cc2)n1	-48	3	76	-9	-29	76	4	2	6	-1.1
COc1ccc(C2CC(=O)C3=C(C2)NC(C)=C(C(=O)Nc2ccccc2C)C3c2coc3ccc(C)cc3c2=O)cc1OC (stereo not given)	-20	nt	55	-9	-18	47	3	3	1	2.6
Cc1cc(C)n(C(=O)c2ccc(C)o2)n1	4	-2	90	0	-8	90	13	2	2	-1.9
N#CC1=C(N)OC2=C(CCC/C2=C/c2ccoc2)C1c1ccoc1 (stereo not given)	-8	-1	99	4	-16	101	8	-1	0	-0.9
CCn1c(C)nc2cc(S(=O)(=O)C(F)(F)F)ccc21	-2	nt	84	-47	nt	89	10	-1	0	0.8
COC(=O)CSc1nc(SCc2ccc(C)cc2)nc2c1CCCC2	-8	0	100	5	-18	90	11	2	5	-0.5
Cc1cc(C)nc(SCC(=O)Nc2ncc(C(F)(F)F)cc2Cl)n1	-38	-8	90	21	-1	95	4	-6	2	0.7
CCOC(=O)Cc1csc(NS(=O)(=O)c2ccc(Cl)cc2)n1	-11	-9	93	1	2	101	14	18	7	-1.8
CCOC(=O)c1nnn(-c2nonc2-c2ccccc2)c1C	-35	2	86	-39	-6	84	8	8	2	-1.0
COc1ccc(/C=N/NC(=O)CCn2cnc(-c3ccccc3)c2-c2ccccc2)cc1OC	-48	7	16	nt	1	14	7	-11	4	-2.3
COc1ccc(C(=O)Cn2nnc(-c3ccc(N4CCOCC4)cc3)n2)cc1OC	-69	1	96	12	-10	88	8	1	1	1.5
COc1cc(SC)ccc1C(=O)NC1CCCCC1	-37	0	85	6	-6	86	7	-3	5	-0.6
CCCCNC(=O)CCSc1ccc(C)cc1	-4	-7	91	nt	0	102	6	2	2	-2.6
Cc1cc(C)n2c(Br)c(CSc3nc4ccccc4o3)nc2n1	-66	-1	97	18	-22	86	2	-5	4	-2.7
Cc1ccc(C(=O)N2CC(=O)Nc3ccc(F)cc3C2c2ccc(F)cc2)cc1[N+](=O)[O-] (stereo not given)	-17	-2	71	9	3	59	8	-8	2	-2.2
COC(=O)c1ccc(NC(=O)CN2C(=O)C3C4C=CC(C4)C3C2=O)cc1 (stereo not given)	-10	2	97	nt	-6	99	11	-4	4	-0.8

Copied from the list:
NPY Y2 blocker with `CCOC(=O)Cc1csc(NS(=O)(=O)c2ccc(Cl)cc2)n1` = 7
E-sel TNF inh with `COc1ccc(C2CC(=O)C3=C(C2)NC(C)=C(C(=O)Nc2ccccc2C)C3c2coc3ccc(C)cc3c2=O)cc1OC` (stereo not given) = -9

More entries.
SMILES	Yeast growth inh	Phagocytosis inh	HCT116 bCat-KO	E-sel TNF inh	Yeast lifespan up	PTEN del growth	Measles CPE	GALR2 antag	NPY Y2 blocker	MRP1 act
COc1ccc(CC(=O)Nc2ccc(S(=O)(=O)N(C)C)cc2)cc1OC	-58	nt	95	nt	-2	100	6	2	2	-1.1
COc1ccc(-c2cc(-c3ccccc3)c(C#N)c(SCC(=O)Nc3ncc(C)s3)n2)cc1	-28	nt	81	7	3	83	15	-3	5	3.6
Cc1cc(N/N=C/c2ccc(O)cc2O)nc(-n2nc(C)cc2C)n1	-29	-8	7	-6	-5	6	13	5	1	5.3*
COc1ccc(NC(=O)CSC2CCCCC2)cc1	-28	2	102	4	-16	90	12	-10	1	-3.4
O=C(O)CCC(=O)Nc1ccc(Sc2ccc([N+](=O)[O-])cc2)cc1	-18	-1	106	52	-2	95	14	0	4	-2.7
COc1cc(OC)cc(C(=O)Nc2nnc(NC(=S)Nc3ccccc3)s2)c1	-27	nt	67	nt	-3	59	20	18	0	4.1
CC(C)=C1C2CCC1C(C(=O)Nc1sc(C)c(-c3ccc(C(C)C)cc3)c1C(N)=O)C2C(=O)O (stereo not given)	-35	0	76	nt	2	78	4	-2	1	-1.5
CCC(C)NC(=O)CSc1nc2ccc(N3CCOCC3)cc2c(=O)n1CCc1ccccc1 (stereo not given)	-26	3	81	-26	-7	93	24	9	0	0.6
CC(=O)C1(C)N(O)C(C)(C)C(c2ccco2)=[N+]1[O-] (stereo not given)	-23	nt	93	16	-11	99	6	2	-2	-2.1
COc1ccc(CNC(=O)Nc2cccc(C(F)(F)F)c2)cc1OC	-24	-8	84	8	5	85	4	7	2	0.1
CC(=O)Nc1ccc(Oc2ccc(-c3noc(C)n3)cc2)cc1	-19	1	107	-4	-18	100	2	-10	-1	-0.4
COc1cc(/C=N/O)cc(Br)c1OS(=O)(=O)c1ccc(C)cc1	-58	-1	77	21	-11	82	nt	6	3	-1.4
Cc1ccc(CNC(=O)CSc2nc3n[nH]c(C)c3c(=N)n2-c2cccc(C)c2)cc1	-43	0	81	nt	25	86	7	-10	4	-2.3
CCCn1c(SCC(=O)N2CCc3ccccc32)nnc1-c1ccncc1	-24	0	100	-2	3	100	21	15	1	-2.0
O=C1NC(=S)/C(=C\c2ccc(-c3ccccc3Cl)o2)S1	-19	1	63	nt	7	53	6	8	-2	-1.1
CCc1ccccc1NC(=O)c1cccc(Oc2ccc([N+](=O)[O-])cc2Cl)c1	-22	8	62	nt	-4	58	2	2	5	0.7
CNC(=O)/C(C#N)=C/c1c(N(Cc2ccccc2)Cc2ccccc2)nc2c(C)cccn2c1=O	-23	-8	50	-8	-1	52	30	-9	7	-5.1
COCC(C)OC(=O)C(C#N)c1nc2ccccc2nc1N1CCN(Cc2ccccc2)CC1 (stereo not given)	-39	3	77	-2	0	62	25	0	0	-5.0
Cn1c(CS(=O)Cc2c(Cl)cccc2Cl)nnc1SCc1ccc(Cl)cc1 (stereo not given)	-28	0	80	24	0	89	5	-1	1	3.1
Nc1nc(-c2ccccc2)c(N=Nc2cccc3ccccc23)s1	-38	-8	46	37	3	28	11	-9	-13	-3.4
CCCN(CCC)S(=O)(=O)c1ccc(C(=O)Nc2cc3oc4ccccc4c3cc2OC)cc1	-52	-6	84	nt	2	69	2	-16	0	0.0
O=C1NCC2=C1C(c1ccc(Br)cc1)Nc1ccccc1N2 (stereo not given)	-48	nt	104	-4	92*	96	23	-14	1	-0.9
COc1cccc(NC(=S)NCCN2CCOCC2)c1	-24	-7	88	nt	3	92	6	6	3	1.0
COc1ccc(NC(=O)COC(=O)CCCOc2ccc(Cl)cc2Cl)cc1Cl	-28	-3	92	nt	-2	95	7	4	6	1.6
CC1=NN(Cc2ccccc2)C(=O)C1C(c1ccc(Cl)cc1)C(C#N)C#N (stereo not given)	-27	-8	102	nt	41*	98	9	5	0	-0.6
O=C(Nc1ccccn1)c1ccc(=O)[nH]n1	-37	0	99	-23	-7	112	10	-7	0	0.0
COc1ccc(-c2nnc3ccc(SCC(=O)NCc4ccco4)nn23)cc1	-58	-1	95	-71	-7	105	19	13	-1	-1.4
O=C(c1c(F)cccc1F)N1CCN(c2cccc(C(F)(F)F)c2)CC1	-59	0	82	nt	7	94	14	8	2	1.8
Cn1c(=O)c2c(nc(SCCN3CCOCC3)n2Cc2ccccc2Cl)n(C)c1=O	-40	nt	95	15	0	97	16	-2	0	-4.1
COc1ccc(CC(=O)Nc2c3c(nn2-c2cccc(C)c2C)CS(=O)C3)cc1OC (stereo not given)	-34	-1	95	-19	0	94	28	4	-3	-2.2
COC(=O)/C(=C/c1cn(C)c2ccccc12)[N+](=O)[O-]	-61	1	94	19	74*	87	10	17	1	-1.2
CCOC(=O)Cc1c(C)c2ccc(N(CC)CC)cc2oc1=O	-15	4	92	-26	-26	84	10	-4	5	-1.6
Cc1ccccc1NC(=O)/C(=C\c1cccs1)NC(=O)c1ccccc1	-18	0	93	-20	-30	83	10	-8	1	-3.0
Cc1cc(C2(c3ccc(O)c(C)c3)C(=O)Nc3ccccc32)ccc1O	-40	nt	1.1*	-11	-15	1.5*	5	-4	-1	-5.8
Cc1c(NC(=O)CSc2nnc(-c3cccc(Cl)c3)o2)c(=O)n(-c2ccccc2)n1C	20	0	95	4	7	101	5	1	1	1.0
O=C1CC(c2ccccc2)c2c(O)cc(O)cc2O1 (stereo not given)	-24	nt	106	0	-6	72	1	-3	0	-2.1
CCOC(=O)Nc1nc2ccccc2s1	-39	-1	98	8	-11	96	29	2	4	0.2
Cc1cc(=O)n2[nH]c(-c3ccc(Cl)cc3)cc2n1	-25	0	86	1	-22	74	5	10	-7	-2.3
COc1cc(Cl)c(C)cc1NC(=O)COC(=O)c1cc(SC)ccc1Cl	-39	-11	80	-29	0	81	24	-13	9	-0.1
Cn1ncc(Cl)c1C(=O)NCc1ccc(Cl)cc1	3	3	75	-12	-3	82	16	-1	2	0.4
CC(NC(=O)c1cccnc1)C(c1cccs1)N1CCOCC1 (stereo not given)	-10	nt	99	-19	nt	103	7	2	1	-0.4

Screens as filed in PubChem.
